CHRM4 antagonist = CHRM4 antagonism in calcium assay; P08173; CHO-hM4 cells, ACh EC80, Fluo-8 calcium fluorescence; inhibition, % at 3 µM; actives 0.73% (n = 360,000);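 active = inhibition above its plate's cutoff, the mean inhibition of sample wells plus 3 SD, cut at about 27% in these data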;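 also: 0% = acetylcholine EC80 with DMSO and 100% = DMSO without agonist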
Target sequence (P08173 whole entry, looked up): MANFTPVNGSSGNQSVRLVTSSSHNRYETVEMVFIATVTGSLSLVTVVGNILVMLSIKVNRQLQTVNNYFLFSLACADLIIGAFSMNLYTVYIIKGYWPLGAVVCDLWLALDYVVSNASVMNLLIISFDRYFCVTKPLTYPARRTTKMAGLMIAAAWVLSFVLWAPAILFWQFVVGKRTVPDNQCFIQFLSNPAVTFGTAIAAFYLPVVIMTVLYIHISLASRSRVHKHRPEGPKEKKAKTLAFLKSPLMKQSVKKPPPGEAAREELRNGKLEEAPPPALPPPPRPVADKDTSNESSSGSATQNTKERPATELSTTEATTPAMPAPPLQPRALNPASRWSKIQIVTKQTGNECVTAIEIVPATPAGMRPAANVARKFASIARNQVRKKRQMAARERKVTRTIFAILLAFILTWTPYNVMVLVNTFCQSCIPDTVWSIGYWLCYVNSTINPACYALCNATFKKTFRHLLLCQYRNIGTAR
CHO parental Ca = signal in parental CHO cells, OX1R antagonist counter-screen. parental CHO-K1, ATP-induced calcium, Fluo-8 fluorescence. inhibition, % at 5.6 µM. actives 0.63% (n = 330,000). AID 463079;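 active = inhibition above that plate's mean sample inhibition plus 3 SD, cut at about 26% in these data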;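 also: 0% = ATP-challenged DMSO wells and 100% = DMSO wells without ATP; some compounds past the cut are filed as inactive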
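Test system: untransfected parental CHO cell line. Compound: one dose, 5.6 µM nominal. Detection: intracellular calcium via Fluo-8 no-wash fluorescent dye. Measure: % inhibition. Benchmarks: ATP-challenged DMSO wells low, unchallenged DMSO wells high.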
CHO-K1 Ca antag = M1 antagonist counterscreen hit in parental CHO-K1 cells; AID 602250; ATP-induced calcium, Fluo-8 fluorescence; inhibition, % at 3 µM; actives 0.6% (n = 360,000);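 active = inhibition above a per-plate cutoff, the plate's mean sample inhibition plus 3 SD, cut at about 24% in these data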;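 also: 0% = DMSO plus EC80 ATP and 100% = DMSO alone without ATP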
M1 ag parental = nonselective activator or artifact in parental CHO-K1 cells; actives 0.48% (n = 360,000); activation, % at 3 µM; Fluo-8 calcium fluorescence; scaled to maximal ATP response, vehicle zero; AID 602248; in the data active = activation above about 15%;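 also: untransfected CHO-K1 host cells lacking M1 receptor as counterscreen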
M1 ag = human M1 muscarinic receptor agonism; P11229; CHO-K1 hM1, Fluo-8 calcium fluorescence, agonist mode; 0% DMSO, 100% acetylcholine EC100; activation, % at 3 µM; actives 0.33% (n = 360,000);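 active = activation above the run's mean compound activation plus 3 SD, cut at about 16% in these data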;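 also: peak over basal fluorescence ratio within a 140 s kinetic read after compound addition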
Target sequence (P11229 whole entry, looked up): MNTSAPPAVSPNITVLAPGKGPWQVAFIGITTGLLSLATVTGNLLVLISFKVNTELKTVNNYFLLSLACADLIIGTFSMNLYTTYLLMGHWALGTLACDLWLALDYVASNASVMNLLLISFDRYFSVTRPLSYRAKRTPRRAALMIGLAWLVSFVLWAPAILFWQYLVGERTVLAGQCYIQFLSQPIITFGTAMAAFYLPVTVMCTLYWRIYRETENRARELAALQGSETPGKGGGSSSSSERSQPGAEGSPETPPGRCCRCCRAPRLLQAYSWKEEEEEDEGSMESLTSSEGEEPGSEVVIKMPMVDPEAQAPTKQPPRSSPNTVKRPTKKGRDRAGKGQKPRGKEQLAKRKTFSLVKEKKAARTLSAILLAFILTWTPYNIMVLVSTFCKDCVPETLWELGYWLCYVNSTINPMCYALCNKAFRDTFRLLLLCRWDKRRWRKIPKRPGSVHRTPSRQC
M4 ag = agonists of human muscarinic M4 receptor (CHRM4); AID 624127; CHO-K1 hM4/Gqi5, Fluo-8 calcium fluorescence; vehicle 0%, full acetylcholine response 100%; actives 0.14% (n = 360,000); activation, % at 3 µM; P08173;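 active = activation above the run mean over all test wells plus 3 SD, cut at about 32% in these data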;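 also: peak over basal fluorescence ratio per well then scaled between controls; 0% = DMSO wells and 100% = acetylcholine at EC100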
OXTR potentiate = potentiators of human oxytocin receptor | P30559 | CHO-OTR cells, Fluo-8 calcium fluorescence, potentiator mode; 0% = oxytocin EC15, 100% = EC100 | activation, % at 3 µM | actives 0.061% (n = 320,000) | AID 2445;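 active = activation above that plate's cutoff, the mean activation of tested compounds plus 3 SD, cut at about 6.6% in these data, passing the limit was not always enough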;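 also: 100% uses oxytocin at 75 nM as the full agonist control; some results filed as inactive read as strong as hits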
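System: human OTR in CHO cells; Also added: sub-maximal oxytocin, roughly EC15; Timing: compound 6 min at room temperature before oxytocin, 100 s read; Technique: Fluo-8 intracellular calcium fluorescence, ex 470-495, em 515-575 nm; Controls: oxytocin EC15 low and EC100 high; Replication: singlicate.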
M1 antag = blocks human M1 muscarinic receptor; P11229; CHO-K1 hM1, Fluo-8 calcium fluorescence, ACh EC80 antagonist; inhibition, % at 3 µM; actives 1.3% (n = 360,000);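 active = percent inhibition above its own plate's cutoff, namely the mean of that plate's compound wells plus 3 SD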;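 also: peak over basal fluorescence ratio during 140 s after agonist addition; 0% = ACh EC80 plus DMSO and 100% = DMSO alone without agonist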
CHRM1 PAM = positive allosteric modulators of human M1 muscarinic receptor. P11229. CHO-K1 hM1, Fluo-8 calcium fluorescence, ACh EC20; 0% = ACh EC20, 100% = maximal ACh. activation, % at 3 µM. actives 0.088% (n = 360,000). AID 588819; in the data active = activation above about 19%, passing the limit was not always enough
* = called active by the depositor; · = no result given. Rows were taken by chance; 2.9% or so of the library scored in one or more.

SMILES	CHRM4 antagonist	CHO parental Ca	CHO-K1 Ca antag	M1 ag parental	M1 ag	M4 ag	OXTR potentiate	M1 antag	CHRM1 PAM
COc1ccc(N(C)C(=O)c2cn(C)c(=O)c3cc(OC)c(OC)cc23)cc1	2.1	-3.3	-8.0	1.2	-6.7	0.4	-9.4	-10.3	4.8
Fc1ccc(CNc2nc3ccccc3n3nnnc23)cc1	-19.9	-8.9	-21.6	1.1	-2.4	1.7	-8.3	-14.7	5.7
Cc1ccc(NC2Nc3cc(C)nn3S2)c(C)c1 (stereo not given)	-7.4	1.4	-6.3	0.7	-2.2	1.6	2.5	-1.0	3.1
CNc1c([N+](=O)[O-])cnn1-c1cccc(Cl)n1	-0.5	-21.1	1.3	0.5	-7.4	-0.1	-5.4	-4.6	15.0
Nc1nc(Nc2ccccc2)nc2ccccc12	-15.1	-25.2	-3.5	0.8	-4.5	1.9	-6.0	-12.1	6.4
Cc1ccc(/C=N\NC(=O)Cc2cccn2C)o1	-2.2	6.5	-16.1	0.1	-4.6	1.5	-21.9	0.0	1.4
OCC1(CCOc2ccccc2)CCN(CCCn2cccn2)CC1	0.9	-21.8	-11.6	0.8	-7.7	0.8	-5.0	-4.3	3.7
COC(=O)N1C(=O)[C@](c2ccc(OC)cc2)(C(C)C)N1C(=O)OC	-3.1	-1.9	-6.5	0.4	-3.9	0.8	4.0	-9.1	5.1
COc1ccccc1C(CCNCc1ccccc1)c1ccc(OC(C)C)cc1 (stereo not given)	1.6	0.9	17.3	7.2	2.2	13.1	-9.2	7.3	3.5
O=c1c2ccccc2cnn1-c1ccc2ccccc2c1	-5.6	-14.6	-10.5	0.1	-5.4	2.3	-2.5	-10.3	-0.4
CCCCNC(=O)COC(=O)c1ccc(NS(=O)(=O)c2ccc3c(c2)OCCO3)cc1	2.9	-12.6	-14.1	1.4	-1.5	1.8	-3.2	-11.4	13.7
CC(C)CC1C(=O)N(Cc2cn(CCC3OCCCO3)nn2)CCS(=O)(=O)N1Cc1ccc(-c2ccc(Cl)c(Cl)c2)cc1 (stereo not given)	-1.2	·	-7.5	2.5	-2.1	8.8	·	-12.0	7.0
CCOC(=O)c1c(N)sc(C(=O)N(CC)CC)c1C	-13.5	-7.5	-3.6	-0.1	-4.3	0.9	-14.8	0.7	-0.9
CCc1ccc(NC(=O)N2CCN(c3ccc(F)cc3)CC2)cc1	-1.3	·	11.6	3.2	-5.6	8.7	·	10.7	-9.8
CCOCCCNC(=O)C1CCN(Cc2ccc(OCc3ccccc3)c(OC)c2)CC1	7.0	-15.7	-13.1	-0.4	-7.6	0.6	3.2	-9.5	4.1
CCNC(=O)C1CCCN(C(=O)c2ccc(F)c(Cl)c2)CC1 (stereo not given)	-10.8	·	-9.7	0.7	-1.9	0.2	·	-9.2	-0.7
Nc1n[nH]c2cc(=O)n(-c3cccc(C(F)(F)F)c3)nc12	-4.3	-12.4	19.7	0.1	-6.4	1.5	-7.2	0.6	4.4
Cc1cc(C)cc(OCC(=O)Nc2ccccc2C(=O)N2CCOCC2)c1	-5.3	-10.5	18.8	0.5	0.6	2.5	-5.0	12.4	-5.7
CCOC(=O)c1ccc(NS(=O)(=O)CC)cc1	-4.3	-6.9	-6.2	0.2	-3.6	0.3	-1.6	-4.8	3.5
Cc1ccc(CS(=O)(=O)CCC(=O)NCCCN2CCCC2)cc1	6.8	-2.5	1.8	-0.2	-3.1	-0.3	-4.5	-24.9	12.9
CC1(CCc2ccccc2)NC(=O)N(Cc2nnc(-c3ccccc3Br)o2)C1=O (stereo not given)	-9.5	-28.9	2.2	3.8	-1.4	8.4	-14.1	-9.2	-14.7
Cc1ccc(S(=O)(=O)NCC2CCC(C(=O)NCCCN3CCCC3=O)CC2)cc1 (stereo not given)	0.4	-3.2	-10.8	0.0	-3.1	1.2	2.3	-4.2	2.3
CCOC(=O)C1CCN(C(=O)C(CCSC)NC(=O)COc2ccccc2)CC1 (stereo not given)	-7.4	-9.8	-22.6	0.8	-4.0	1.7	-7.2	-5.7	7.5
Cn1c(SCc2cccc(F)c2)nnc1-c1ccccn1	11.5	-16.5	-1.0	-0.1	-5.3	0.0	4.2	-1.6	4.0
CCOC(=O)c1sc2nc(C)nc(N3CCN(S(=O)(=O)c4ccccc4)CC3)c2c1C	10.3	-20.9	-10.4	0.7	-2.3	0.1	-4.8	-16.0	6.3
COc1ccc(CCNC(=O)c2cccc(C(=O)NCCc3ccc(OC)cc3)n2)cc1	10.4	-25.5	5.9	4.8	-3.8	15.6	-4.2	16.8	-6.3
Cc1ccccc1CSCCNC(=O)c1ccccc1	5.8	-4.6	-4.1	0.7	-4.9	0.4	-0.6	4.1	1.5
O=C(c1ccc2c(Cl)c3c(nc2c1)CCCC3)N1CCC(N2CCCCC2)CC1	-11.2	-30.2	-15.8	-0.5	-13.1	-0.2	4.0	2.7	-7.5
O=C(NCCN=C1NS(=O)(=O)c2ccccc21)c1ccco1	-1.9	-3.9	-26.4	1.2	-2.8	2.0	-1.2	-9.6	5.1
O=C(N/N=C/C=N/NC(=O)c1ccco1)c1ccco1	-10.8	-9.6	-4.5	0.2	0.9	0.5	-5.3	2.3	3.7
Cn1c(N)c(C(=O)COC(=O)c2ccccc2C(=O)c2ccccc2)c(=O)n(C)c1=O	2.7	-9.8	-17.9	1.5	-4.3	4.3	-10.2	-8.1	5.1
O=C(COc1ncnc2cc([N+](=O)[O-])ccc12)N(CCc1ccccc1)Cc1ccccc1	2.8	72.4*	-3.6	1.3	-7.8	3.7	-7.0	18.8	-11.0
CC(C)=NNc1ncnc2nc[nH]c12	-7.8	·	-11.4	-0.2	-5.6	0.9	·	-16.4	3.6
COc1ccc(NC(=O)c2cccc(-n3c(C)ccc3C)c2)c(OC)c1	-8.5	-24.0	-1.2	-0.5	-8.8	1.0	-1.1	-8.0	6.9
Cc1sc2nc(COC(=O)c3ccc(N4CCCC(C)C4)c([N+](=O)[O-])c3)[nH]c(=O)c2c1C (stereo not given)	4.3	-13.7	3.0	-0.3	-9.8	-0.1	-1.1	-6.5	3.6
O=C(COC(=O)c1ccc2ccccc2c1O)NCc1ccccc1	-11.3	-14.1	-18.1	3.4	1.8	6.0	-7.4	-13.9	9.5
O=C(NC(=S)Nc1ccccc1N1CCCC1)c1ccco1	8.8	-16.7	20.1	0.0	-5.2	0.5	-9.7	5.4	-4.7
Cc1ccc(Oc2nc3ccccc3n3c(C)nnc23)c(C)c1	-8.1	-3.9	4.0	0.0	-4.2	1.1	-2.1	-18.5	1.4
CN(c1ccccc1)S(=O)(=O)c1cccc(NC(=O)CN2C(=O)NC3(CCCCC3)C2=O)c1	-6.0	-21.0	4.5	0.0	-0.9	1.8	-8.8	-6.6	14.1
O=C(NCCCCCCNC(=O)N1CCCCCC1)N1CCCCCC1	0.5	-12.6	-12.6	-0.8	-11.5	0.2	-3.6	-1.6	-1.4
CC(C)Cc1nn2c(=O)cc(COc3ccc(NC(=O)c4ccco4)cc3)nc2s1	-2.1	0.2	-10.3	2.8	0.6	1.6	-8.9	-12.9	11.2
O=c1c2ccccc2nc(SCc2ccccc2)n1CC1CCCO1 (stereo not given)	-0.8	-30.4	0.7	-0.2	-3.3	-1.8	-0.6	-10.5	7.7
COc1ccc(C)cc1NS(=O)(=O)c1ccc2c(c1)NC(=O)C(C)S2 (stereo not given)	-4.0	-6.2	-1.0	9.5	3.3	14.0	-11.5	0.2	0.7
Fc1ccc(-c2nnc(CN3CCN(c4ncc(C(F)(F)F)cc4Cl)CC3)o2)cc1	1.3	9.9	-12.7	0.3	-2.4	0.5	-18.6	-10.9	6.1
CCOc1ccc(-c2ccc(SCc3ccccn3)nn2)cc1	-23.5	-11.1	-9.8	6.7	-2.2	16.3	-24.5	-4.0	-5.6
O=C(O)C1=C[C@H](c2cccs2)C[C@H](OCCCCO)O1	-12.6	1.1	-8.9	-0.1	5.6	1.7	2.9	-7.6	14.2
CC(C)CN1C(=O)C(=O)N(CC(=O)c2ccc3c(c2)OCO3)C1=O	-4.0	2.8	-0.3	-0.1	-1.6	0.7	-6.0	-8.5	2.4
COc1ccc(-n2c(Cc3cccn3C)nnc2SCC(=O)Nc2cc(C)cc(C)c2)cc1	-3.7	-13.6	0.3	0.0	-0.9	-1.6	-7.1	-8.6	0.0

Sorted by SMILES length (rising): five of the compounds above
SMILES	CHRM4 antagonist	CHO parental Ca	CHO-K1 Ca antag	M1 ag parental	M1 ag	M4 ag	OXTR potentiate	M1 antag	CHRM1 PAM
O=C(NC(=S)Nc1ccccc1N1CCCC1)c1ccco1	8.8	-16.7	20.1	0.0	-5.2	0.5	-9.7	5.4	-4.7
O=C(NCCCCCCNC(=O)N1CCCCCC1)N1CCCCCC1	0.5	-12.6	-12.6	-0.8	-11.5	0.2	-3.6	-1.6	-1.4
Cc1ccc(Oc2nc3ccccc3n3c(C)nnc23)c(C)c1	-8.1	-3.9	4.0	0.0	-4.2	1.1	-2.1	-18.5	1.4
CC(C)Cc1nn2c(=O)cc(COc3ccc(NC(=O)c4ccco4)cc3)nc2s1	-2.1	0.2	-10.3	2.8	0.6	1.6	-8.9	-12.9	11.2
CN(c1ccccc1)S(=O)(=O)c1cccc(NC(=O)CN2C(=O)NC3(CCCCC3)C2=O)c1	-6.0	-21.0	4.5	0.0	-0.9	1.8	-8.8	-6.6	14.1

Next section:
SMILES	CHRM4 antagonist	CHO parental Ca	CHO-K1 Ca antag	M1 ag parental	M1 ag	M4 ag	OXTR potentiate	M1 antag	CHRM1 PAM
OCCN1CCN(CCCN2c3ccccc3CCc3ccccc32)CC1	-3.7	·	-13.0	2.1	-6.3	3.3	·	13.0	-19.2
O=C(NCc1cccs1)c1cnc2sccn2c1=O	-2.3	5.0	1.0	0.8	-1.9	-0.2	-0.8	-14.0	12.8
Cc1ccccc1OCCOCCN1CCCCCC1	-14.0	-5.8	-14.3	0.0	-9.5	1.6	-9.2	-4.5	-14.6
C=CCN1CCN(C(c2ccc(OC)c(OC)c2)c2nnnn2C(C)(C)C)CC1 (stereo not given)	4.9	·	12.0	-0.2	-2.4	0.0	·	2.4	-2.1
CCn1c(SCC(=O)c2[nH]c(C)c(C(C)=O)c2C)nnc1-c1ccncc1	-21.9	-20.3	-23.8	2.9	-4.1	4.1	-1.9	-3.2	1.1
CC(=O)c1cccc(N/C=C\C(=O)c2ccc(C)cc2)c1	-2.6	-15.1	10.1	0.0	-3.4	3.0	0.4	-4.7	4.3
CC(C)CC(C(=O)NC1CCCC1)N(Cc1cccs1)C(=O)c1snc(C(N)=O)c1N (stereo not given)	-4.0	-17.6	6.1	4.6	0.9	11.0	-1.6	16.3	-7.7
Cc1nc(N)sc1-c1csc(Nc2ccc(S(N)(=O)=O)cc2)n1	-11.3	·	-5.5	0.4	-1.3	0.4	·	-2.8	-1.2
Nc1ccc(S(=O)(=O)Nc2nc3ccccc3o2)cc1	0.7	4.7	-2.8	0.9	-0.3	1.6	-19.9	-15.1	10.4
